GLP1R inv ag: qHTS of GLP-1 Receptor Inverse Agonists (Inhibition Mode); HEK293 GLP-1R CRE-luciferase, luminescence, 24 h; GLP-1R form is constitutively active; Potency, µM (highest dose often 38.3 µM), inactives show at the highest dose activity change, negative = inhibition, most hits filed as inhibitors; AID 624417, 2012; 1.6% of 410,000 active; Glucagon-like peptide 1 receptor (Homo sapiens), P43220; also: potency is read from the fitted curve at half-maximal effect; % is scaled to controls: 0 for no effect and ±100 for the full control effect; nearly all actives have a fitted effect of over 55% in size
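Readout was luciferase luminescence, measured 12 min after detection reagent at room temperature. Beforehand, GLP-1R reporter HEK293 cells had sat 12 h, then received compounds for 24 hr at 37 deg C.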
Abeta rescue: qHTS for compounds that reverse cellular toxicity of Amyloid beta (A-beta) peptide in yeast: Primary Screen. yeast expressing A-beta42, growth rescue, OD600, 48 h; response scale: 0% DMSO, 100% iron-clioquinol control. Potency, µM (highest dose often 46.1 µM), for inactives: at the top dose growth rescue, actives largely listed as activators. 0.063% of 410,000 active. AID 1347071, 2019; also: potency is read from the fitted curve at half-maximal effect; nearly all actives have a fitted effect of over 55% in size
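Yeast growth medium received pinned compounds, then yeast cells expressing toxic A-beta were added; plates incubated at 30 C for 48 hr. Growth read as absorbance at 600 nm, normalized to DMSO and equimolar FeCl3 plus clioquinol controls.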
PTHR1 ag: qHTS for PTHR1 Agonists: Primary Screen; Parathyroid hormone/parathyroid hormone-related peptide receptor (Homo sapiens), Q03431; HEK293 GP2 PTHR1 cells, GloSensor cAMP luminescence, 1 h; Potency, µM (doses to about 115 µM), inactives show at the top dose activation, hits mostly activators; AID 743266, 2014; 0.075% of 410,000 active; also: potency is read from the fitted curve at half-maximal effect; nearly all actives have a fitted effect of over 55% in size; some results filed as inactive show a strong effect at the top dose; inactives centre near -15; many of its hits are not listed in these tables
Target sequence (Q03431 whole entry, looked up): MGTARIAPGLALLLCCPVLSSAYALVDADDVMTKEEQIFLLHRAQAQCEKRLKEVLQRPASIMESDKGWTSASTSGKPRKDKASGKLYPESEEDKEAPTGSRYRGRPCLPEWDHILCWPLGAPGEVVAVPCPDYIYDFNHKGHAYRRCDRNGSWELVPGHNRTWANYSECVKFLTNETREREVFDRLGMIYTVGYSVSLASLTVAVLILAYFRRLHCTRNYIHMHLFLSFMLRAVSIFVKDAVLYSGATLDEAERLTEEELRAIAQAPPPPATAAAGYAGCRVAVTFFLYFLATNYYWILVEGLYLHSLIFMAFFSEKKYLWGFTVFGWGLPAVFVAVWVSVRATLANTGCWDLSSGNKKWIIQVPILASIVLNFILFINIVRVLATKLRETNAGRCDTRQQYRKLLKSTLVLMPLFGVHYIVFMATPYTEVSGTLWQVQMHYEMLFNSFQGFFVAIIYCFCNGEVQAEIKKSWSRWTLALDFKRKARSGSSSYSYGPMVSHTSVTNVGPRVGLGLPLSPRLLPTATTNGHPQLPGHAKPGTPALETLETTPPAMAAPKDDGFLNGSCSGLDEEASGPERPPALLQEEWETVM
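HEK-293-derived GP2 cells expressing PTHR1 and a GloSensor cAMP reporter, 3,000/well, plated overnight, given luciferin plus IBMX (each 0.5 mM as added) for 1 h at 37 °C, then compound for 1 h at 37 °C. Luminescence was read after 15 min at room temperature.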
DRD3 antagonist: qHTS of D3 Dopamine Receptor Antagonist: qHTS; D(3) dopamine receptor (Homo sapiens), P35462; D3R cells, DiscoveRx beta-arrestin luminescence, antagonist mode; hits give low values; max response, negative = inhibition, %; 2.5% of 360,000 active; AID 652054, 2013; in the data active = max response below about -50%; inconclusive = no clear call, values can overlap the other calls; also: % is scaled to controls: 0 for no effect and ±100 for the full control effect; mostly tested at two doses, the higher about 12 µM
Target sequence (P35462 whole entry, looked up): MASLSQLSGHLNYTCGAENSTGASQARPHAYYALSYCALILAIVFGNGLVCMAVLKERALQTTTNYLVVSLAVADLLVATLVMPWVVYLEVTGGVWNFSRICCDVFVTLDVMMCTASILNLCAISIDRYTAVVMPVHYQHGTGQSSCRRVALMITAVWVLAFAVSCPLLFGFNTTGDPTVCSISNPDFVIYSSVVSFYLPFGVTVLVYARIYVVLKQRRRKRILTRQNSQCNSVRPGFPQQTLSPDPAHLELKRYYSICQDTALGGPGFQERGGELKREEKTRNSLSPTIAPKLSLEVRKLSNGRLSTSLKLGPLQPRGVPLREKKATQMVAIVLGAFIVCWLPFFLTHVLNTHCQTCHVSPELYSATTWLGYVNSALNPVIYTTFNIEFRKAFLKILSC
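Cells plated overnight at 1500 cells/well, then exposed to library compounds with dopamine controls for 90 minutes at 37 degrees C. DiscoveRx reagent added for 30–60 minutes at room temperature; luminescence read, quantitative HTS format.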
aSyn rescue: qHTS of alpha-syn Inhibitors. Yeast expressing alpha-synuclein, growth rescue, BacTiter-Glo, 24 h. Potency, µM (top dose mostly 46.1 µM), for inactives: at the top dose growth rescue (activation), actives largely listed as activators. 0.14% of 370,000 active. AID 652106, 2013; also: potency is read from the fitted curve at half-maximal effect; % of control where 0% means no effect; nearly all actives have a fitted effect of over 65% in size
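Readout is rescue of growth in alpha-synuclein-expressing yeast, so inhibitors of toxicity appear as activators. Growth after 24 hr at 30 deg C in galactose medium is quantified by luminescence.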
TDP43 rescue: qHTS of TDP-43 Inhibitors; TDP-43 expressing yeast growth rescue, BacTiter-Glo, 24 h; Potency, µM (highest dose often 46.1 µM), without a hit: at the top dose growth rescue (activation), usual class: activators; 1.8% of 410,000 active; AID 652104, 2013; also: potency is read from the fitted curve at half-maximal effect; % of control where 0% means no effect; nearly all actives have a fitted effect of over 50% in size
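Luminescence from BacTiter-Glo reports growth of TDP-43-expressing yeast after 24 hr at 30 deg C with compound. Cells were raffinose-pregrown to mid-log, then seeded in galactose medium at OD600=0.02.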
pAkt inh: HTS Assay for Inhibitors of Akt Phophorylation: Primary Screen | Neuro2A IGF-stimulated pAkt S473 HTRF, 20 min; hits give low values | activity change, % for hits at 50 µM | 0.32% of 360,000 active | AID 651550, 2012; in the data active = activity change below about -80%; inconclusive = mostly about -51% to -80%; also: % is scaled to controls: 0 for no effect and ±100 for the full control effect
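Neuro2A cells (4,500/well, DMEM with 0.5% FBS) were treated with compound at a single 50 µM final concentration, stimulated with 6 nM IGF for 20 min at 37 °C, and lysed. Phospho-Akt Ser473 was read by HTRF as 665/615 ratio ×10^4.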
FUS suppressor: qHTS for Suppressors of FUS Proteinopathy: Primary screen using FUS-linked yeast assay | 0.24% of 390,000 active | Potency, µM (doses to about 76.6 µM), inactives show at the highest dose growth rescue (activation), usual class: activators | S. cerevisiae FUS-expressing, growth rescue, OD600, 24 h | AID 1347120, 2019;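 also: potency is read from the fitted curve at half-maximal effect; plate controls were DMSO vehicle for no effect and reference control for full effect; nearly all actives have a fitted effect of over 55% in size; some results filed as inactive show a strong effect at the top dose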
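Cultures pregrown in 2.5% raffinose medium are shifted to minimal medium containing 2% galactose to express toxic FUS. Compounds are tested at several concentrations. After 24hr at 30C, growth is quantified at 600 nm absorbance.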
GLP1R ag: qHTS of GLP-1 Receptor Agonists; HEK293 GLP-1R CRE-luciferase, luminescence, 4-6 h; cells express a hypersensitive GLP-1R form; Potency, µM (doses to about 45.6 µM), for the others: at the top dose activation, actives largely listed as activators; 0.007% of 380,000 active; AID 624172, 2012; also: potency is read from the fitted curve at half-maximal effect; % of control where 0% means no effect
An asterisk follows results filed as active; i = inactive; ? = inconclusive; / = not tested or not shown; [ ] = another dose, or the depositor's remark. Unless noted, calls follow the shape of the dose curve; as a rule, active = well fitted curve in the direction sought with a large enough effect; inconclusive = small, poorly fitted or top-dose-only effect, or another doubt; inactive = no such curve, though single readings can be large; an effect the other way counts as inactive or inconclusive. An excerpt; count on the stated rates, not on these rows.

SMILES	GLP1R inv ag	Abeta rescue	PTHR1 ag	DRD3 antagonist	aSyn rescue	TDP43 rescue	pAkt inh	FUS suppressor	GLP1R ag
O=C(c1ccc(Br)cc1)C1CCc2occc2C1=O (configuration not stated)	23%	2%	i	13	15%	0%	i	38%	-10%
CC(C)OP(=O)(OC(C)C)C1(O)C(=O)Nc2ccccc21 (configuration not stated)	-4%	-5%	-2%[57.5 µM]	0	1%	-4%	i	15%	-13%
CS(=O)(=O)N1CCC(Oc2ccccc2C(=O)N2CCC[C@H]2CO)CC1	1%	5%	-18%	1	-5%	-12%	i	6%	2%
Cc1cc(C)cc(NS(=O)(=O)c2ccc3[nH]cc(C(=O)NCc4ccccc4Cl)c(=O)c3c2)c1	?	3%	i	/	/	27%	/	3%	/
CCOC(=O)c1[nH]c(CSc2nnc(-c3ccncc3)n2CCOC)c(C(=O)OCC)c1C	52%[activator]	6%	-4%[57.5 µM]	2	-3%	1%	i	24%	2%
O=C(/C=C/c1ccco1)OCc1nnc(-c2ccc(Cl)cc2)o1	21%	-12%	-17%	-16	21%	20%	i	27%	2%
COc1cc(/C=N/Nc2ccc(C(F)(F)F)cn2)cc(OC)c1O	-24%	2%	-4%	-16	-16%	1%	i	12%	21%
CSc1nccc(Oc2cncc(Cl)c2)n1	-21%	-16%	-11%	-2	2%	29%	i	11%	10%
COc1cccc(-c2cc(C(=O)O)c3cc4ccccc4cc3n2)c1OC	6%	-5%	i	-12	-9%	19%	i	10%	-2%
O=S(=O)(Nc1ncn[nH]1)c1ccc2ccccc2c1	1%	10%	i	0	0%	-2%	i	11%	0%
CC(=O)Nc1ccc(Nc2nc(Cl)nc(Nc3ccc(NC(C)=O)cc3)n2)cc1	15%	-12%	i	-24	-2%	-10%	i	31%	1%
CC(C)C[C@H](CO)Nc1nc(N(C)c2cccc(Cl)c2)c2ncn(C(C)C)c2n1	?	6%	-34%[inhibitor]	29	12%	-25%	i	?	-5%
CC(NC(=O)C(=O)NCCC1=CCCCC1)c1ccccc1 (configuration not stated)	?	9%	i	8	-5%	5%	i	-25%	-9%
O=C(CCc1nnc(Cc2ccc3c(c2)OCO3)o1)NCc1nc2ccccc2s1	11%	-16%	-29%	4	3%	-3%	i	24%	-3%
CCCCn1c(=N)n(CC(O)COc2cccc(C)c2)c2ccccc21 (configuration not stated)	0%	13%	i	14	-3%	8%	i	26%	-3%
CCc1n[nH]c(=S)n1/N=C/c1ccc2c(c1)OCO2	-2%	28%	-7%[57.5 µM]	-21	0%	5%	i	11%	13%
c1ccc(-n2nnnc2SCc2cccc3nsnc23)cc1	-13%	-1%	i	-19	-7%	?	i	-2%	10%
COc1cc(OC)c(NC(=O)N2CCc3c([nH]c4ccccc34)C2c2ccccc2F)cc1Cl (configuration not stated)	-37%	-12%	8%	/	/	2%	/	13%	/
C/C(=N\NC(=O)CCn1nnc2ccccc21)c1cccs1	29%	13%	-1%	5	-2%	-12%[1.82 µM]	i	-5%	15%
COc1ccc(NC(=O)C2CC(=O)N(Cc3ccc(C)cc3)C2)cc1S(=O)(=O)N1CCCCC1 (configuration not stated)	17%	9%	-22%	-14	-6%	0%	i	/	8%
CC1(C)O[C@@H]2[C@H](O1)[C@@H](CO)O[C@H]2n1cc(Br)c(=O)[nH]c1=O	-1%	2%	-6%	-1	1%	21%	i	-11%	-6%
Cc1ccc(CNCc2cccnc2)cc1	-5%	18%	i	-28	-13%	6%	i	11%	-7%
Cc1cc(C)cc(NC(=O)C2COc3ccccc3O2)c1 (configuration not stated)	?	11%	i	-1	15%	30%	i	-2%	-2%
COCCNC(=O)c1c(N)n(-c2ccccc2)c2nc3ccccc3nc12	-4%	-2%	-4%[57.5 µM]	25	2%	14%	i	-8%	0%
COc1ccc(CCNC(=O)c2ccccc2NC(=O)C2=C(C)OCCS2)cc1OC	8%	-11%	i	20	2%	-9%	i	13%	-4%

Some values from the results shown.
In FUS suppressor, Cc1cc(C)cc(NS(=O)(=O)c2ccc3[nH]cc(C(=O)NCc4ccccc4Cl)c(=O)c3c2)c1 shows 3%
In FUS suppressor, Cc1cc(C)cc(NC(=O)C2COc3ccccc3O2)c1 (configuration not stated) shows -2%
In TDP43 rescue, CC(=O)Nc1ccc(Nc2nc(Cl)nc(Nc3ccc(NC(C)=O)cc3)n2)cc1 shows -10%

The listing picks up, repeating the two entries before the break.
SMILES	GLP1R inv ag	Abeta rescue	PTHR1 ag	DRD3 antagonist	aSyn rescue	TDP43 rescue	pAkt inh	FUS suppressor	GLP1R ag
COCCNC(=O)c1c(N)n(-c2ccccc2)c2nc3ccccc3nc12	-4%	-2%	-4%[57.5 µM]	25	2%	14%	i	-8%	0%
COc1ccc(CCNC(=O)c2ccccc2NC(=O)C2=C(C)OCCS2)cc1OC	8%	-11%	i	20	2%	-9%	i	13%	-4%
COc1cc(Br)cc(CNc2ccc(F)c([N+](=O)[O-])c2)c1O	?	29%	-19%	-29	6%	?	i	?	-6%
O=C1OCCC1Sc1ncnc2sc3c(c12)CCC3 (configuration not stated)	3%	-12%	-7%[57.5 µM]	6	10%	17%	i	12%	17%
CC(=O)OCc1ccccc1Sc1ccccc1C(=O)NCc1ccccc1	?	-18%	i	7	13%	-12%	i	8%	6%
Cc1ccc(Cc2c(-c3ccc(Br)cc3)nc3ccc(Cl)cn23)cc1	?	-1%	-4%	18	0%	26%	i	9%	-4%
CCN(CC)CCCNC(=O)c1ccc(CS(=O)(=O)c2ccccc2OC)o1	?	-15%	i	-17	-7%	-15%	i	-27%	-2%
CCc1nc(SCC(=O)Nc2nnc(CC(C)C)s2)n[nH]1	3%	-1%	-2%	3	1%	-12%	i	10%	8%
COc1ccc(/C=C2\CCn3c2nc2cc(C(=O)O)ccc2c3=O)cc1	6%	-3%	i	4	4%	9%	i	12%	-3%
O=C(CC1COc2ccccc2O1)NC1CCCCC1 (configuration not stated)	-16%	6%	-11%[57.5 µM]	3	-1%	25%	i	13%	5%
CCOc1ccccc1C(=O)N[C@H](C(=O)OCc1cc(=O)oc2cc(C)ccc12)C(C)C	?	-8%	i	4	1%	-11%	i	/	19%
CCCOC(=O)C1C2C=CC3(CN(c4cccc(Cl)c4)C(=O)C13)O2 (configuration not stated)	-12%	14%	-11%	10	-2%	4%	i	-19%	-9%
COc1cccc(CN2CC(C(=O)N(C)Cc3ccc(C)cc3)CCC2=O)c1 (configuration not stated)	21%	2%	-4%	1	0%	-12%	i	20%	5%
CCOC(=O)c1c(C)[nH]c(C)c1C(=O)COC(=O)/C=C/c1ccc(OC)cc1	?	0%	-31%	14	18%	-11%	i	0%	1%
O=c1oc(Nc2ccccc2Cl)nc2ccccc12	0%	-19%	-23%	?	-8%	25%	i	-8%	-5%
Cc1occc1C(=O)N/N=C/c1ccc(N(C)C)cc1	?	6%	-25%	13	-6%	-11%	i	-22%	-3%
CCc1ccc(C(=O)OCC(=O)Nc2cccc(S(=O)(=O)NC3=NCCCCC3)c2)cc1	2%	23%	-35%[inhibitor]	7	13%	-13%	i	/	-1%
CCN(CC)C(=O)c1ncn2c1C(=O)N(C)CC2	26%	-9%	1%	0	0%	5%	i	-20%	-6%
Cc1ccc(C(=O)O)cc1[N+](=O)[O-]	2%	-18%	i	20	9%	4%	i	-47%	3%
CC(C)NCc1nnc(-c2ccccc2Cl)o1	3%	-3%	-4%	-11	-10%	-5%	i	-8%	-7%
Clc1ccc(OCCSc2ncccn2)c2ccccc12	?	2%	-17%	0	/	?	/	16%	19%
COc1ccc(CN2CCC[C@]3(N[C@H](c4ccccc4)[C@@H]4C(=O)N(C)C(=O)[C@@H]43)C2=O)cc1	11%	1%	-1%	-20	-1%	20%	i	-14%	-6%
CCc1ccc(NC(=O)NCCN2CCN(c3ccc(OC)cc3)CC2)cc1	-6%	-5%	-20%	-27	0%	3%	i	-18%	-5%
CC(C)c1ccc(S(=O)(=O)c2cnc(SCC(=O)Nc3ccc(F)cc3F)nc2N)cc1	-27%	0%	-45%[inhibitor]	/	/	24%	/	-4%	-7%
N#C/C(=C/c1cn(CC(=O)O)c2ccccc12)C(=O)Nc1ccccc1	18%[7.66 µM]	-13%	i	0	-1%	11%[9.22 µM]	i	-4%	7%
O=C1CN=C(Nc2ccc(Cl)cc2)N1c1ccccc1	-19%	-4%	i	?	-8%	-3%	i	32%	0%
O=C(c1ccccc1)N(Cc1cccs1)C1CCS(=O)(=O)C1 (configuration not stated)	5%	3%	i	11	-2%	-11%	i	-9%	1%
Other records follow:
SMILES	GLP1R inv ag	Abeta rescue	PTHR1 ag	DRD3 antagonist	aSyn rescue	TDP43 rescue	pAkt inh	FUS suppressor	GLP1R ag
CC(C)(C)C1CCC(=NNC(=O)C(=O)NCc2cccnc2)CC1 (configuration not stated)	9%	-23%	i	-21	-2%	-9%	i	-29%	-4%
Cc1n[nH]c(C)c1CCc1nc2c3ccccc3nc(SCC(N)=O)n2n1	0%	13%	-13%	-12	1%	0%	i	5%	1%
COc1cc2c(cc1NC(=O)CSc1nc3ccccc3[nH]1)oc1ccccc12	?	5%	i	-75*	29%	?	/	30%	3%
Cc1ccc(-c2nc3cc(Cl)ccc3o2)cc1NC(=O)COc1ccc(F)cc1	8%	12%	i	/	/	19%	/	-27%	/
CCOc1cc(/C=N/O)ccc1OCc1ccc([N+](=O)[O-])cc1	10%	11%	-4%	12	-12%	?	i	/	11%
Cn1c(SC2=CS(=O)(=O)c3ccccc32)nc2ccccc21	?	-13%	-5%	-4	-6%	8%	i	8%	-52%
